# Screening results as filed in PubChem.
# HCV inhibitor – inhibitors of hepatitis C virus infection; Huh7.5.1 HCVcc-Cre infection, luciferase reporter, 44 h; Potency, µM (top dose mostly 41.8 µM), without a hit: top-dose activity change, negative = inhibition, most hits filed as inhibitors; actives 3.4% (n = 340,000); AID 651820; further: potency means the concentration at half of the fitted maximal effect
#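 1,000 cells/well; 4 h culture; + compound; + HCVcc-Cre (~0.5 moi); 44 h; luciferase substrate, RT 15 min; read 15 sec.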
# FBPA Giardia inh – inhibitors of Giardia lamblia fructose-1,6-bisphosphate aldolase. Potency, µM (doses to about 59.6 µM), inactives show top-dose activity, negative = inhibition, most hits filed as inhibitors. actives 0.71% (n = 290,000). purified Giardia FBPA; further: potency means the concentration at half of the fitted maximal effect; nearly all actives have a fitted effect of over 55% in size
# Target sequence (A8B2U2 whole entry, looked up): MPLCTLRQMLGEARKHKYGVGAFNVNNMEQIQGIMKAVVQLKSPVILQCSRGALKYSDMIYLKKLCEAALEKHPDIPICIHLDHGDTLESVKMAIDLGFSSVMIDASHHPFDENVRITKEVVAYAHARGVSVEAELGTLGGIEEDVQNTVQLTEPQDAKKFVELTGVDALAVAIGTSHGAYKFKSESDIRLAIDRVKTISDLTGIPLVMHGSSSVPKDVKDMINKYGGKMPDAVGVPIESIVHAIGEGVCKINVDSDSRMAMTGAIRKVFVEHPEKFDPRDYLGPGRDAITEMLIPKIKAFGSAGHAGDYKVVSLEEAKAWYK
#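 40 nM FBPA preincubated 10 min at RT with compound (up to 57.5 uM final), then substrate plus GAPDH/TPI/NAD/arsenate coupling and diaphorase/resazurin added. Fluorescence read after 20 min at RT, 525/598 nm.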
# Sm TGR inh – inhibitors of Schistosoma mansoni thioredoxin glutathione reductase; Q962Y6; AID 485364; actives 3% (n = 360,000); purified TGR, DTNB reduction, TNB absorbance 405 nm; Potency, µM (highest dose often 114 µM), for the others: at the highest dose activity change, negative = inhibition, actives largely listed as inhibitors; further: potency means the concentration at half of the fitted maximal effect; nearly all actives have a fitted effect of over 60% in size
#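 Kinetic colorimetric format: TGR-catalysed, NADPH-driven DTNB reduction monitored via TNB absorbance. Enzyme dispensed at 20 nM; compound exposure 15 min at room temperature before reaction start.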
# AmpC no deterg – blocks E. coli AmpC beta-lactamase in detergent-free assay; P00811; AmpC nitrocefin hydrolysis, absorbance 480 nm, 0.0001% Triton; Potency, µM (highest dose often 57.1 µM), for the others: at the highest dose activity change, negative = inhibition, hits mostly inhibitors; actives 0.52% (n = 330,000); AID 485341;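 further: potency means the concentration at half of the fitted maximal effect; plate controls were no compound for no effect and no enzyme for full effect; nearly all actives have a fitted effect of over 20% in size; some results filed as inactive show a strong effect at the top dose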
# Target sequence (P00811 whole entry, looked up): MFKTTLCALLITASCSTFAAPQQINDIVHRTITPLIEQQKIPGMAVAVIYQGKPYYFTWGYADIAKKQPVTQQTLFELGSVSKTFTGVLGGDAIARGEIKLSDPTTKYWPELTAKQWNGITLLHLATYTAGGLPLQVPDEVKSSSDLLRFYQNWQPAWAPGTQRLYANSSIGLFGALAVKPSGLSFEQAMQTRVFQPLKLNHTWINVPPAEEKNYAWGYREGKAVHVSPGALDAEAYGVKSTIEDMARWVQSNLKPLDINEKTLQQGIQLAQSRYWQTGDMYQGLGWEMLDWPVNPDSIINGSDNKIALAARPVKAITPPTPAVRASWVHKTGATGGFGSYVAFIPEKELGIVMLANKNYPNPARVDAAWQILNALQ
#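 20 mM phosphate pH 7.0 + 0.01% (detergent screen) or 0.0001% Triton X-100; 5.3 nM AmpC reagent; cpd preinc 15 min RT; nitrocefin (800 uM stock) to start; A480 q20 s × 4 min; Activity was normalised to no-enzyme and no-compound control wells.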
# AmpC detergent – AmpC beta-lactamase inhibition with detergent present | AmpC hydrolysis of nitrocefin, absorbance 480 nm, 0.01% Triton | Potency, µM (titrated, usually from 114 µM), for inactives: at the highest dose activity change, negative = inhibition, usual class: inhibitors | actives 0.041% (n = 370,000) | AID 485294;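 further: potency means the concentration at half of the fitted maximal effect; 0% = no-compound wells and -100% = no-enzyme wells; nearly all actives have a fitted effect of over 25% in size; some results filed as inactive show a strong effect at the top dose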
#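 AmpC (5.3 nM in the dispensed reagent) in 20 mM phosphate pH 7.0 with 0.01% (detergent screen) or 0.0001% Triton X-100 was preincubated with compounds for 15 min at room temperature. Nitrocefin was then added from an 800 uM solution, and hydrolysis was followed at 480 nm.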
# HCMV inh – human cytomegalovirus inhibition; AID 1259415; activity change, negative = inhibition, % at 57.5 µM; HFF cells, HCMV-luciferase reporter, 72 h; hits give low values; actives 4.5% (n = 410,000); in the data active means activity change below about -60%; inconclusive means no clear call, values can overlap the other calls; inactive means above about -39%
#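 Two compound doses tested in HFFs infected with HCMV-luciferase, MOI 1 PFU/cell, 72 h at 37C. Lysate luminescence read with OneGlo; data normalized against buffer-only and 10uM Salinomycin inhibitor controls.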
# Numbers without * were called inactive; ? = inconclusive; · = no result given; & = joins results of further samples; [ ] = remark or other dose. Unless noted, the call rests on the fitted dose curve; in most records, active means well fitted curve in the direction sought with a large enough effect; inconclusive means small, poorly fitted or top-dose-only effect, or another doubt; inactive means no such curve, though single readings can be large; an effect the other way counts as inactive or inconclusive. Unless noted, on the % scale 0 is the no-effect control and ±100 the full control effect.
# Every second line gives: HCV inhibitor	FBPA Giardia inh	Sm TGR inh	AmpC no deterg	AmpC detergent	HCMV inh
> CC(NC(=O)COc1ccc(S(=O)(=O)N2CCCC2)cc1)c1ccccc1 (stereo not drawn)
    21.4%	6.0%	-0.3%	4.3%	-2.4%	-6.7
> CC(C)(C)c1ccc(OCC(=O)Nc2cccc(S(=O)(=O)NC3=NCCCCC3)c2)cc1
    ?	·	-4.4%	13.0%	?	-6.7
> O=C(NCc1ccccc1)c1ccc2c(c1)N(Cc1ccc(F)cc1)CCS2
    ·	·	3.6%	·	8.7%	-22.3
> Clc1ccc(N/N=C/c2ccncc2)cc1Cl
    ?	6.8%	-3.5%	-34.5%	-13.4%	12.5
> C/C(=N\N1CCCCC1c1cccnc1)c1c(O)n(C2CCCCC2)c(=S)[nH]c1=O (stereo not drawn)
    ?	-3.7%	-11.2%	4.7%	-14.0%	-102.8*
> CC1(C)Cc2c(C#N)c(SCCO)nc(N3CCOCC3)c2CO1
    ?	12.2%	3.9%	7.9%	-13.5%	-20.3
> COc1ccc(C(c2oc(CO)cc(=O)c2O)c2oc(CO)cc(=O)c2O)cc1
    4.2%	-17.1%	35.5µM*	24.5%	1.2%	3.0
> COc1ccc(-c2cc(C(F)(F)F)nc(SCC(=O)Nc3ccc4c(c3)OCO4)n2)cc1
    -15.3%	4.9%	-0.7%	-26.2%	-6.8%	-9.5
> c1cncc(CNc2nc(N3CCOCC3)nc(N3CCOCC3)n2)c1
    28.6%	7.8%	-1.1%	-16.0%	?	-9.4
> O=C(NC(=S)N1CCN(Cc2ccccc2)CC1)c1ccco1
    15.4%	?	3.5%	-16.3%	3.2%	24.4
> Cc1noc(C)c1S(=O)(=O)N(CC(=O)NC1CCCC1)c1ccc(C(C)C)cc1
    1.8%	·	-1.7%	17.0%	-1.4%	-34.8
> Brc1ccc(CN2CCNCC2)s1
    ?	3.0%	9.4%	-16.3%	-9.1%	18.7
> O=C1c2ccccc2C(=O)N1c1nc2nccc(-c3ccccc3)n2n1
    19.4%	-5.2%	-26.7%	-9.2%	-2.4%	54.1
> COc1ccc(NC(=O)c2cncc(Br)c2)cc1S(N)(=O)=O
    -4.4%	4.8%	8.2%	-19.7%	0.8%	84.2
> CCOC(=O)c1c(C)oc2c1cc(O)c1ccccc12
    31.6µM*	-21.7%	-20.3%	-29.3%	-1.9%	179.2

# The listing continues:
# Every second line gives: HCV inhibitor	FBPA Giardia inh	Sm TGR inh	AmpC no deterg	AmpC detergent	HCMV inh
> O=C(OC(C(=O)NCc1ccc2c(c1)OCO2)c1ccc(Cl)cc1)c1ccco1 (stereo not drawn)
    -7.2%	0.4%	-23.9%	-27.4%	?	20.7
> Cc1ccc(S(=O)(=O)N2CCCC(C(=O)NC3CC3)C2)cc1 (stereo not drawn)
    -4.5%	8.8%	-3.1%	-14.6%	-3.0%	13.1
> COc1ccc(NC(=O)COc2ccc3c(c2)OCO3)cc1
    ?	-3.9%	-2.5%	-38.4%	-6.3%	-35.0
> COc1ccccc1-c1c(C)nn2c(N)c(-c3ccc(Cl)cc3)cnc12
    17.1%	13.3%	-2.2%	-21.5%	-17.1%	-6.5
> CCN(CC)C(=O)CSc1nc2ncc(Br)cc2[nH]1
    -10.6%	-11.3%	4.2%	-17.3%	?	13.5
> COc1ccc(-c2nnc(N3CCOCC3)c3ccccc23)cc1
    -19.1%	-5.4%	2.6%	34.9%	-2.6%	-28.2
> CCOc1ccccc1N1CC(C(=O)N2CCOCC2)CC1=O (stereo not drawn)
    10.8%	-0.1%	-10.6%	5.1%	-9.9%	17.7
> CS(=O)(=O)N1CCN(c2ccc([N+](=O)[O-])c(NCc3ccccc3)c2)CC1
    -28.2%	-10.9%	0.1%	-12.3%	2.2%	13.1
> Cc1ccccc1CN(c1ccc(C(=O)N2CCc3ccccc3C2)cc1)S(C)(=O)=O
    ?	-1.1%	2.6%	106.4%[activator]	-0.2%	?
> Cc1ccc(S(=O)(=O)N2CCOC23CCN(C(=O)C(=O)NCc2ccccc2)CC3)cc1
    -2.3%	·	-3.2%	2.8%	?	?
> CCCC/C(C)=N/NC(=O)NC1CCCCC1
    3.1%	0.3%	-2.4%	-12.8%	0.8%	25.6
> CC1Nc2ccccc2C(=O)N1NS(=O)(=O)c1ccccc1 (stereo not drawn)
    13.9%	-2.4%	2.3%	-5.2%	-8.9%	2.6
> Cc1nonc1NC(=O)N1CCCC1
    20.1%	1.5%	-25.0%	-8.4%	-17.4%	-21.1
> COc1cccc2sc(N(CCN(C)C)C(=O)c3ccc(S(=O)(=O)N4CCCC4)cc3)nc12
    15.7%	·	-12.3%	12.0%	0.0%	31.5
> Cn1c(CCNC(=O)OC(C)(C)C)n[nH]c1=S
    22.5%	-19.3%	79.9%[activator][11.4 µM]	-8.3%	1.3%	3.6

# (further entries)
# Every second line gives: HCV inhibitor	FBPA Giardia inh	Sm TGR inh	AmpC no deterg	AmpC detergent	HCMV inh
> Cn1c(=O)c(=O)n(C)c2cc(S(=O)(=O)N3CCCC3C(=O)Nc3ccc(F)cc3)ccc21 (stereo not drawn)
    -5.7%	-1.6%	3.2%&9.0%	-7.4%	-5.3%&0.1%	7.6&-9.0
> Cc1[nH][nH]c(=O)c1C=Nc1ccc(C(F)(F)F)cc1
    6.5%	-6.9%	1.8%	-3.3%	-10.0%	-17.1
> CCCCc1nnc(NC(=O)c2cccc(S(=O)(=O)N3CCN(C)CC3)c2)s1
    11.0%	·	1.2%	91.3%[activator]	-0.4%	4.2
> O=C1c2cc(F)ccc2OC2(CCNCC2)C12CC(c1ccccc1)=NO2 (stereo not drawn)
    17.7%	1.4%	-15.4%	100.9%[activator]	-4.3%	5.0
> COc1ccc(NC(=O)N2CCCC(c3nc(-c4ccc(F)cc4)no3)C2)cc1 (stereo not drawn)
    -12.8%	-1.6%	-1.0%	-2.1%	2.6%	0.4
> CCOC(=O)c1cc2c(=O)n3ccccc3nc2n(Cc2ccco2)c1=NC(=O)c1ccc(OC)cc1OC
    ?	-14.4%	31.6µM*	-12.6%	0.7%	-26.5
> COC(=O)c1cc(NC(=O)c2ccc(OC)cc2)c(=O)oc1C
    12.1%	-0.2%	-9.1%	-5.6%	-9.8%	-37.7
> CC1CCCC(NC(=O)Cn2c(Cl)nc3c2c(=O)n(C)c(=O)n3C)C1C (stereo not drawn)
    -12.8%	·	·	-13.6%	·	?
> O=S(=O)(NC1CCCCC1)c1ccc(-c2csnn2)s1
    -3.4%	5.4%	-2.3%	-26.3%	1.3%	-29.7
> CC(C)(CN1CCCC1)NS(=O)(=O)c1ccc(Cl)cc1
    -7.8%	-6.9%	1.6%	-5.7%	-2.1%	-7.3
> CC(C)OCCCn1c(SCC(=O)c2ccccc2)nc2c(sc3ccccc32)c1=O
    ·	·	-1.0%	·	-2.3%	-3.2
> C=CCSc1nnc(NC(=O)c2c(CC)noc2C)s1
    ?	·	9.9%	-15.9%	-15.2%	-37.0
> O=C(CN1CCCCCC1)NCCN1C(=O)S/C(=C\c2ccccc2Cl)C1=O
    -9.2%	1.5%	-7.0%	54.0%	-1.8%	-6.8
> COc1ccc(OC)c(NC(=O)CSc2c3c(nc4cc(Cl)ccc24)CCCC3)c1
    ·	·	-1.5%	·	2.5%	-25.1
> Cc1nn(CC(=O)NCCC2=CCCCC2)c(C)c1S(=O)(=O)N(C)C
    4.9%	·	·	-0.4%	·	19.2

# (next part)
# Every second line gives: HCV inhibitor	FBPA Giardia inh	Sm TGR inh	AmpC no deterg	AmpC detergent	HCMV inh
> CC(=O)NC(c1ccccc1)c1cc([N+](=O)[O-])c2cccnc2c1O (stereo not drawn)
    ?	19.9µM*	-9.2%	-23.2%	-10.0%	24.8
> CC1CCCN(C(=O)C(=O)Nc2ccc3nc4n(c(=O)c3c2)CCCCC4)C1 (stereo not drawn)
    -22.0%	11.9%	-2.2%	12.4%	?	2.5
> CC(=O)c1ccc(NC(=S)NC(=O)Cc2ccc(Cl)cc2)cc1
    25.3%	-2.6%	-0.2%	-8.5%	-0.5%	-39.6
> CC(C)OC(=O)/C(C#N)=C\c1cccnc1
    20.0%	-7.6%	2.0%	-3.1%	3.9%	9.6
> Cc1cc(C)nc(NS(=O)(=O)c2ccc(CC(C)C)cc2)c1
    -7.6%	20.3%	-0.8%	-2.1%	-1.5%	0.0
> CNc1nc(C)nc(-c2ccccc2O)n1
    -9.5%	9.8%	-19.2%	-9.8%	?	2.2
> Cc1ccc(C(=O)NCc2ccc3c(c2)OCO3)o1
    16.0%	-4.0%	8.2%	-13.9%	?	20.3
> C=CCn1c(P(C)(=O)O)nc2ccccc21
    2.4%&-1.5%	8.1%&-9.4%	-6.9%&2.4%	46.3%&-9.0%	?	39.5&5.6
> CC(=O)N1CC(C(=O)Nc2ccc3c(c2)OCO3)Oc2ccccc21 (stereo not drawn)
    31.9%[activator]	·	·	-24.7%	·	-10.8
> COc1ccc(CC(=O)NCC2CCCCC2)cc1OC
    0.9%	6.7%	5.7%	4.2%	-9.8%	-30.8
> COc1ccc(C2CC(c3ccccc3)=NN2C(=O)COC(=O)c2cccc(O)c2)cc1 (stereo not drawn)
    ?	·	·	-34.1%	·	-2.9
> COc1ccc(CNc2nc3c(c(=O)[nH]c(=O)n3C)n2CCCc2ccccc2)cc1
    4.7%	3.1%	-0.6%	-14.3%	-6.9%	-5.5
> CCc1ccc(NC(=O)CN2C(=O)C(=O)c3ccccc32)cc1
    ·	·	10.6%	·	27.1%	42.3
> OC(COc1ccccc1CNCc1cccnc1)CN1CCc2ccccc2C1 (stereo not drawn)
    -29.4%	-14.8%	-17.1%	20.2%	-6.1%	-25.6
> CCOC(=O)C1CCCN(C(=O)COc2ccc(S(=O)(=O)N(CC)c3ccccc3)cc2)C1 (stereo not drawn)
    -15.4%	6.3%	3.6%	8.2%[11.4 µM]	-14.9%	130.1

# Just HCV inhibitor and HCMV inh, for three of the compounds above:
SMILES	HCV inhibitor	HCMV inh
Cc1noc(C)c1S(=O)(=O)N(CC(=O)NC1CCCC1)c1ccc(C(C)C)cc1	1.8%	-34.8
Brc1ccc(CN2CCNCC2)s1	?	18.7
O=C1c2ccccc2C(=O)N1c1nc2nccc(-c3ccccc3)n2n1	19.4%	54.1

# Additional records follow.
# Every second line gives: HCV inhibitor	FBPA Giardia inh	Sm TGR inh	AmpC no deterg	AmpC detergent	HCMV inh
> O=C(O)CCSc1nnc(-c2ccccc2)n1-c1ccccc1
    14.1%	7.9%	-3.3%	110.5%[activator]	-16.3%	-6.1
> CCCCNC(=O)CN1C(=O)NC2NC(=O)NC21 (stereo not drawn)
    -7.5%	-1.6%	-4.0%	-15.2%	-6.8%	0.8
> CCOC(=O)Cn1cnc(-c2ccc([N+](=O)[O-])cc2)c1
    7.3%	1.4%	0.5%	-9.4%	-1.6%	-16.1
> Cc1ccc(-n2c3nc(=O)[nH]c(=O)c-3cc3c(Cl)cccc32)cc1
    ·	·	1.2%	·	17.3%	-14.6
> Cn1c(N)c(C(=O)COC(=O)Cc2ccccc2F)c(=O)n(C)c1=O
    -8.4%	·	·	-17.9%	·	8.8
> Cc1cccc(OCCCC(=O)NC(C)c2ccccc2)c1 (stereo not drawn)
    13.5%	2.7%	-11.6%	23.9%	-7.6%	-11.3
